Screens from PubChem BioAssay.
M1 PAM parental = nonselective calcium activators in parental CHO-K1 cells, primary screen, counter-screen for M1 PAM project, cell-based, Fluo-8 calcium fluorescence, full deck, 1536-well | AID 602247, 2012 | ATP EC20; 0% at ATP EC20, 100% at ATP max | activation, % at 3 µM | actives 0.02% (n = 360,000);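 active means activation above the run cutoff, the mean activation of all test compounds plus 3 SD, cut at about 40% in these data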;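 further: peak over basal fluorescence ratio in a 140 s read after ATP addition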
TAAR1 antag = human TAAR1 antagonists, primary screen, Fluo-8 calcium fluorescence, CHO RD-HGA16 cells; actives 1.5% (n = 360,000); AID 624466, 2012; antagonist; inhibition, % at 3 µM;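 active means inhibition above a per-plate cutoff, the mean inhibition of test compounds on that plate plus 3 SD, cut at about 49% in these data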;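 further: 0% = DMSO plus EC80 beta-PEA response and 100% = DMSO alone without agonist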
Target sequence (Q96RJ0 whole entry, looked up): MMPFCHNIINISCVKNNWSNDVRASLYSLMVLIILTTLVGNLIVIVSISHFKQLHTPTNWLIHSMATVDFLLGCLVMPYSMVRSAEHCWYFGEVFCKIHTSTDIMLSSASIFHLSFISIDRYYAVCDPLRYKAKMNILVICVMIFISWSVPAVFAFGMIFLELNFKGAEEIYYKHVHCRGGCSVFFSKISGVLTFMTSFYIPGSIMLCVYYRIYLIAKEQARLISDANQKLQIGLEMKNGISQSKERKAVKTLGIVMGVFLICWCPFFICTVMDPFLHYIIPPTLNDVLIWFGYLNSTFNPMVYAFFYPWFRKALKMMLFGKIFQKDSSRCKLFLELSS
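Assay system: CHO-derived RD-HGA16 cells stably expressing human TAAR1 plus Gα16. Timing: 140 s kinetic read after compound, 140 s after agonist. Technique: kinetic Fluo-8 calcium fluorescence measurement. Measure: % inhibition of agonist calcium response.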
GPR7 antagonist = GPR7 receptor antagonists, primary screen, cell-based, fluorescence, single concentration; Neuropeptides B/W receptor type 1 (Homo sapiens), P48145; GPR7-expressing cells, fluorescence antagonist assay; inhibition, % at 4.4 µM; actives 1.1% (n = 290,000); in the data active means inhibition above about 16%, passing the limit was not always enough;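 further: cells stimulated with the agonist NPW; 0% = agonist with vehicle and 100% = vehicle without agonist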
Target sequence (P48145 whole entry, looked up): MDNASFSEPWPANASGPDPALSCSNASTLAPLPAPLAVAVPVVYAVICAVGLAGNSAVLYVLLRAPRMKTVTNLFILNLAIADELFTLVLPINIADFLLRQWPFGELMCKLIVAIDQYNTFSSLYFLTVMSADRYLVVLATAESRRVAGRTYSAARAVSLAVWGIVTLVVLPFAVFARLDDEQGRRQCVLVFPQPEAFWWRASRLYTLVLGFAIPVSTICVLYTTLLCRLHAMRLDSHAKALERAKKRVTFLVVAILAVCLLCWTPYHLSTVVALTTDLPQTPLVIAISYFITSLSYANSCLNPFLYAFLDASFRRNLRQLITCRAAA
OXTR potentiate = human OXTR potentiators, primary screen, fluorescence, CHO-OTR cells, Fluo-8 calcium; AID 2445, 2010; Fluo-8 calcium fluorescence, potentiator mode; 0% = oxytocin EC15, 100% = EC100; actives 0.061% (n = 320,000); Oxytocin receptor (Homo sapiens), P30559; activation, % at 3 µM;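 active means activation above that plate's cutoff, the mean activation of tested compounds plus 3 SD, cut at about 6.6% in these data, passing the limit was not always enough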;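 further: 100% uses oxytocin at 75 nM as the full agonist control; some results filed as inactive read as strong as hits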
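Material: CHO-OTR cells, human receptor; compound dosing: single dose, 3.0 µM nominal final compound concentration; schedule: 6 min compound pre-incubation at room temperature, 100 s kinetic read; measured by: kinetic Fluo-8 calcium fluorescence; read-out basis: % activation vs EC15 and EC100 oxytocin; controls: EC15 oxytocin alone as 0%, 75 nM oxytocin as 100%; replicates: singlicate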
V1R ag counter = agonists of human V1a receptor, primary screen, counter-screen for OXTR agonist project, fluorescence, CHO-V1R cells; Fluo-8 calcium fluorescence, agonist mode; 0% DMSO, 100% 3 nM vasopressin; activation, % at 3 µM; actives 0.25% (n = 320,000); AID 2797, 2010;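 active means activation above the mean activation of all tested compounds plus 3 SD, per screening run, cut at about 20% in these data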;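 further: signal is peak over basal fluorescence ratio across a 100 second FLIPR read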
Target sequence (P37288 whole entry, looked up): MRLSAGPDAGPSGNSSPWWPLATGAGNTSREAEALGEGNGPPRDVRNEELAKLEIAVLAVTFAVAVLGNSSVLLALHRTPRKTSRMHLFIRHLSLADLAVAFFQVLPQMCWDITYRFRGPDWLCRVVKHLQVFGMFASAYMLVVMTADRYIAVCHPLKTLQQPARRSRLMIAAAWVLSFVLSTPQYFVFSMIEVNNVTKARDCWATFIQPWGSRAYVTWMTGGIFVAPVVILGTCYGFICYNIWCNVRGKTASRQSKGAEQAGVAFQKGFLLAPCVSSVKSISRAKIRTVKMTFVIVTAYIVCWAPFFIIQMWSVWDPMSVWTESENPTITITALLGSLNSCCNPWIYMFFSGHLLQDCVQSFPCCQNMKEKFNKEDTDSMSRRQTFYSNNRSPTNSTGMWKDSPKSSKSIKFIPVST
CHO-K1 Ca ag = counter-screen for M1 agonists: effect in parental CHO-K1 cells | Fluo-8 calcium fluorescence; scaled to maximal ATP response, vehicle zero | activation, % at 3 µM | actives 0.48% (n = 360,000); in the data active means activation above about 15%;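 further: untransfected CHO-K1 host cells lacking M1 receptor as counterscreen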
CHO parental Ca = ATP-evoked calcium signal inhibitors, parental CHO, primary screen, counter-screen for OX1R antagonist project, cell-based, fluorescence, Fluo-8 calcium dye. parental CHO-K1, ATP-induced calcium, Fluo-8 fluorescence. inhibition, % at 5.6 µM. actives 0.63% (n = 330,000). AID 463079, 2010;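 active means inhibition above that plate's mean sample inhibition plus 3 SD, cut at about 26% in these data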;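 further: 0% = ATP-challenged DMSO wells and 100% = DMSO wells without ATP; some compounds past the cut are filed as inactive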
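Test system: untransfected parental CHO cell line. Compound: one dose, 5.6 µM nominal. Detection: intracellular calcium via Fluo-8 no-wash fluorescent dye. Measure: % inhibition. Benchmarks: ATP-challenged DMSO wells low, unchallenged DMSO wells high.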
CHO-K1 Ca antag = M1 antagonist counterscreen hit in parental CHO-K1 cells; ATP-induced calcium, Fluo-8 fluorescence; inhibition, % at 3 µM; actives 0.6% (n = 360,000);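 active means inhibition above a per-plate cutoff, the plate's mean sample inhibition plus 3 SD, cut at about 24% in these data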;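 further: 0% = DMSO plus EC80 ATP and 100% = DMSO alone without ATP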
OXTR agonist = human OXTR agonists, primary screen, fluorescence, CHO-OTR cells, Fluo-8 calcium; Oxytocin receptor (Homo sapiens), P30559; Fluo-8 calcium fluorescence; normalized: DMSO 0%, oxytocin 100%; activation, % at 3 µM; actives 0.32% (n = 320,000);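 active means activation above the mean of all tested compounds plus 3 SD, cutoff set per screening run, cut at about 20% in these data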;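 further: peak over basal fluorescence ratio from a 100 s FLIPR kinetic read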
The depositor's hits bear a star; & = joins results of further samples.

Results for O=C(COc1ccccc1)N1CCN(C(=O)c2ccccc2F)CC1 ?
M1 PAM parental: 13.3; TAAR1 antag: -1.9; GPR7 antagonist: -14.1; OXTR potentiate: -3.5; V1R ag counter: 0.5; CHO-K1 Ca ag: 1.8; CHO parental Ca: -4.0; CHO-K1 Ca antag: -11.5; OXTR agonist: 0.6

Results for O=C(NC1CCCCC1)c1ccc(OC2CCN(Cc3ccccn3)CC2)cc1 ?
M1 PAM parental: 12.0; GPR7 antagonist: -2.4; OXTR potentiate: -12.3; V1R ag counter: 0.7; CHO-K1 Ca ag: 0.9; CHO parental Ca: -12.3; CHO-K1 Ca antag: -7.2; OXTR agonist: 0.2

How did CCOc1ccc(C(=O)N2CCSC2=S)cc1 do in these assays?
M1 PAM parental: -1.9; TAAR1 antag: -19.0; GPR7 antagonist: -8.1; OXTR potentiate: -1.3; V1R ag counter: 0.9; CHO-K1 Ca ag: -0.2; CHO parental Ca: 0.1; CHO-K1 Ca antag: -1.3; OXTR agonist: -1.4

Results for Cc1ccc(S(=O)(=O)N(C)C[C@H]2OCCCC[C@H](C)Oc3ccc(NC(=O)Nc4cccc5ccccc45)cc3C(=O)N([C@@H](C)CO)C[C@H]2C)cc1 ?
M1 PAM parental: -8.3; TAAR1 antag: -8.4; CHO-K1 Ca ag: 0.2; CHO-K1 Ca antag: -3.7

How did C=CCNC(=O)CC(=O)N/N=C/c1cccs1 do in these assays?
M1 PAM parental: 1.0; TAAR1 antag: -21.1; GPR7 antagonist: -8.8; OXTR potentiate: -3.9; V1R ag counter: 0.3; CHO-K1 Ca ag: 0.0; CHO parental Ca: 0.2; CHO-K1 Ca antag: -16.4; OXTR agonist: 2.0

How did COC(=O)CC1C(=O)NCCN1C(=O)CSc1nc2ccccc2s1 (stereo not drawn) do in these assays?
M1 PAM parental: 3.3; TAAR1 antag: 2.2; GPR7 antagonist: -4.5; OXTR potentiate: -3.3; V1R ag counter: -0.6; CHO-K1 Ca ag: 0.6; CHO parental Ca: -15.4; CHO-K1 Ca antag: 2.1; OXTR agonist: 0.0

How did C=CCN1C(=O)/C(=C/c2ccc(OC)cc2)S/C1=N/c1nccs1 do in these assays?
M1 PAM parental: 14.2; TAAR1 antag: -8.2; GPR7 antagonist: -4.8; OXTR potentiate: -16.4; V1R ag counter: 1.5; CHO-K1 Ca ag: 0.5; CHO parental Ca: -9.2; CHO-K1 Ca antag: -6.1; OXTR agonist: -1.3

How did Cc1ccccc1OCC(=O)N/N=C/c1cn(Cc2ccccc2)c2ccccc12 do in these assays?
M1 PAM parental: 13.8; TAAR1 antag: -18.0; GPR7 antagonist: -8.3; OXTR potentiate: -2.9; V1R ag counter: 1.4; CHO-K1 Ca ag: 1.0; CHO parental Ca: -14.0; CHO-K1 Ca antag: -8.4; OXTR agonist: 2.6

Results for CCOC(=O)N1CCC(NC(=O)CSCc2nc(-c3ccc(C)cc3)oc2C)CC1 ?
M1 PAM parental: -0.8; TAAR1 antag: -17.6; GPR7 antagonist: -6.0; OXTR potentiate: -8.2; V1R ag counter: -0.6; CHO-K1 Ca ag: 2.4; CHO parental Ca: -25.3; CHO-K1 Ca antag: -7.3; OXTR agonist: -2.1

What do the screens show for `COc1cccc(C(=O)NCC(=O)N/N=C/c2ccc(OC(=O)c3cccs3)c(OC)c2)c1`?
M1 PAM parental: 15.6; TAAR1 antag: 0.5; GPR7 antagonist: -6.5; OXTR potentiate: -6.6; V1R ag counter: -0.5; CHO-K1 Ca ag: 1.9; CHO parental Ca: -19.2; CHO-K1 Ca antag: -15.7; OXTR agonist: -2.1

How did COc1ccc(/C=C/C(=O)NC(=S)Nc2cc([N+](=O)[O-])ccc2O)cc1OC do in these assays?
M1 PAM parental: 7.7; TAAR1 antag: 14.0; GPR7 antagonist: -1.7; OXTR potentiate: -9.2; V1R ag counter: 0.1; CHO-K1 Ca ag: 0.4; CHO parental Ca: -19.4; CHO-K1 Ca antag: -13.5; OXTR agonist: -1.4

What do the screens show for `COC(=O)N1CCN(CCc2ccccc2)CC1`?
M1 PAM parental: 14.4; TAAR1 antag: -6.8; GPR7 antagonist: 2.4; OXTR potentiate: 2.3; V1R ag counter: -0.5; CHO-K1 Ca ag: 1.2; CHO parental Ca: -6.7; CHO-K1 Ca antag: -16.0; OXTR agonist: 1.0

Results for CC(C)(C)OC(=O)NCCCCC1=CC2=CC(=O)C(C)(OC(=O)c3ccco3)C(=O)C2=CO1 (stereo not drawn) ?
OXTR potentiate: -4.4; V1R ag counter: 0.7; CHO parental Ca: -2.0; OXTR agonist: -0.3

What do the screens show for `COc1ccc(CNc2nc(SCc3cc(=O)n4cc(Cl)ccc4n3)nc3ccccc23)cc1`?
M1 PAM parental: -8.9; TAAR1 antag: 9.1; GPR7 antagonist: -13.6; OXTR potentiate: 1.6; V1R ag counter: 0.7; CHO-K1 Ca ag: -0.2; CHO parental Ca: -12.3; CHO-K1 Ca antag: 17.5; OXTR agonist: -1.0

What do the screens show for `CC(C)OP(=O)(OC(C)C)C(Nc1ccccc1)c1ccccc1C(F)(F)F` (stereo not drawn)?
M1 PAM parental: -1.8; TAAR1 antag: -22.4; GPR7 antagonist: 1.0; OXTR potentiate: -10.9; V1R ag counter: -1.3; CHO-K1 Ca ag: -0.7; CHO parental Ca: -29.1; CHO-K1 Ca antag: 13.0; OXTR agonist: -2.5

How did COc1cc(C2CC(=O)Oc3c(C(CCN4CCCC(C)C4)c4ccc(N(C)C)cc4)c(OC)cc(OC)c32)cc(OC)c1OC (stereo not drawn) do in these assays?
M1 PAM parental: -11.4; TAAR1 antag: -12.8; OXTR potentiate: 1.5; V1R ag counter: -0.3; CHO-K1 Ca ag: -0.4; CHO parental Ca: -22.5; CHO-K1 Ca antag: 5.5; OXTR agonist: -0.4

How did OC[C@@H]1CC[C@@H](Cc2ccc(-c3ccccc3)cc2)O1 do in these assays?
M1 PAM parental: -8.3; TAAR1 antag: 5.7; CHO-K1 Ca ag: 2.2; CHO parental Ca: 2.0; CHO-K1 Ca antag: -4.3

How did O=c1cc(CSc2ccccn2)c2ccccc2[nH]1 do in these assays?
M1 PAM parental: 26.7; TAAR1 antag: -0.2; GPR7 antagonist: -11.2; OXTR potentiate: -11.2; V1R ag counter: -0.8; CHO-K1 Ca ag: 3.9; CHO parental Ca: 0.6; CHO-K1 Ca antag: -9.9; OXTR agonist: -1.5

Results for O=C(CSc1nncs1)NC1CCCCCCC1 ?
M1 PAM parental: 11.4; TAAR1 antag: 5.7; OXTR potentiate: -2.0; V1R ag counter: -0.7; CHO-K1 Ca ag: 0.5; CHO parental Ca: -9.6; CHO-K1 Ca antag: -12.0; OXTR agonist: -0.5

How did CCCN(C(=O)Cn1c(C(F)(F)F)nc2ccccc21)C1CCS(=O)(=O)C1 (stereo not drawn) do in these assays?
M1 PAM parental: -8.2; TAAR1 antag: -18.8; OXTR potentiate: 0.8; V1R ag counter: -0.3; CHO-K1 Ca ag: 0.6; CHO parental Ca: -19.7; CHO-K1 Ca antag: 0.9; OXTR agonist: 0.5

Results for CCOC(=O)c1c(C)[nH]c(C)c1C(=O)COc1ncnc2ccccc12 ?
M1 PAM parental: -5.9; TAAR1 antag: 11.2; GPR7 antagonist: -10.3; OXTR potentiate: -7.1; V1R ag counter: 0.0; CHO-K1 Ca ag: 1.6; CHO parental Ca: -4.9; CHO-K1 Ca antag: 7.3; OXTR agonist: -0.4

How did Cc1cc(NS(=O)(=O)c2ccc(NC(=O)CN3C(=O)NC(C)(c4ccccc4)C3=O)cc2)nc(C)n1 (stereo not drawn) do in these assays?
M1 PAM parental: -0.2; TAAR1 antag: -11.7; OXTR potentiate: -7.8; V1R ag counter: 0.3; CHO-K1 Ca ag: 0.5; CHO parental Ca: -4.0; CHO-K1 Ca antag: -1.5; OXTR agonist: 0.7

Results for CC(CCc1ccccc1)NC(=O)c1ccc(NC(=O)c2ccccc2)cc1 (stereo not drawn) ?
M1 PAM parental: 22.9; TAAR1 antag: -3.0; GPR7 antagonist: 6.7; OXTR potentiate: -9.7; V1R ag counter: -0.3; CHO-K1 Ca ag: 1.3; CHO parental Ca: -0.2; CHO-K1 Ca antag: 0.7; OXTR agonist: -0.2

What do the screens show for `O=C(Nc1ccc(NC(=O)c2cccs2)cc1)c1ccc2ccccc2c1`?
M1 PAM parental: 13.7; TAAR1 antag: -14.7; GPR7 antagonist: -2.5; OXTR potentiate: -7.3; V1R ag counter: 0.1; CHO-K1 Ca ag: 0.0; CHO parental Ca: 4.0; CHO-K1 Ca antag: 5.3; OXTR agonist: 0.9

What do the screens show for `CCOC(=O)c1ccc(NC(=O)CCS(=O)(=O)Cc2ccccc2)cc1`?
M1 PAM parental: -18.4; TAAR1 antag: 3.2; GPR7 antagonist: -3.6; OXTR potentiate: -3.4; V1R ag counter: 0.1; CHO-K1 Ca ag: 0.0; CHO parental Ca: 1.0; CHO-K1 Ca antag: 6.9; OXTR agonist: 0.2

Results for O[C@@H]1CN(C2CCN(Cc3ccccc3)CC2)CC[C@H]1N1CCCCCC1 ?
M1 PAM parental: 5.0; TAAR1 antag: -6.2; CHO-K1 Ca ag: -0.2; CHO-K1 Ca antag: 0.3

Results for Cc1ccc(C(=O)Nc2cccc(C(F)(F)F)c2)cc1NC(=O)c1nccn1C ?
M1 PAM parental: -1.0&-4.1; TAAR1 antag: -5.1&1.3; OXTR potentiate: -7.5; V1R ag counter: -0.3; CHO-K1 Ca ag: -0.2&-0.7; CHO parental Ca: -4.1; CHO-K1 Ca antag: -10.7&-3.3; OXTR agonist: -0.7

Results for CCn1c2ccccc2c2cc(NC(=O)N3CCCCC3)ccc21 ?
M1 PAM parental: -12.3; TAAR1 antag: -4.5; CHO-K1 Ca ag: 0.1; CHO-K1 Ca antag: 19.7

Random excerpt: 2 entries already listed
Results for CCOC(=O)c1c(C)[nH]c(C)c1C(=O)COc1ncnc2ccccc12 ?
M1 PAM parental: -5.9; TAAR1 antag: 11.2; GPR7 antagonist: -10.3; OXTR potentiate: -7.1; V1R ag counter: 0.0; CHO-K1 Ca ag: 1.6; CHO parental Ca: -4.9; CHO-K1 Ca antag: 7.3; OXTR agonist: -0.4

Results for CCn1c2ccccc2c2cc(NC(=O)N3CCCCC3)ccc21 ?
M1 PAM parental: -12.3; TAAR1 antag: -4.5; CHO-K1 Ca ag: 0.1; CHO-K1 Ca antag: 19.7

This is a random part of the collection; overall some 3.5% were active at least once.
